Screens: PubChem BioAssay, Sanford-Burnham Center for Chemical Genomics
UBC13 polyUb: UBC13 polyubiquitin chain formation inhibitors, primary screen, biochemical, TR-FRET, uHTS; Ubiquitin-conjugating enzyme E2 N (Homo sapiens), P61088; 330,000 tested, 0.47% active; AID 485273, 2010; inhibition, % at 20 µM; in the data active = inhibition above about 45%, passing the limit was not always enough
Target sequence (P61088 whole entry, looked up): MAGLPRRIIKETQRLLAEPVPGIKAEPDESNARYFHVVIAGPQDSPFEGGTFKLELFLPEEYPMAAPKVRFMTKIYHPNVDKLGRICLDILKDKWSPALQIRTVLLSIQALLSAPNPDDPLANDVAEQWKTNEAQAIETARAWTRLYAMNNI
SENP7 block: SENP7 protease inhibitors, primary screen, biochemical, luminescence, uHTS; inhibition, % at 5 µM; recombinant SENP7, Z-RLRGG-aminoluciferin luminescence, 40 min; 330,000 tested, 1.5% active; Sentrin-specific protease 7 (Homo sapiens), Q9BQF6;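 active = inhibition above about 50% at the single test dose, limit read from the data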;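 also: plate controls were DMSO with enzyme for no effect and no enzyme buffer wells for full effect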
SENP8 block-1: SENP8 protease inhibitors, primary screen, biochemical, luminescence; purified SENP8, Z-RLRGG-aminoluciferin cleavage; inhibition, % at 10 µM; Sentrin-specific protease 8 (Homo sapiens), Q96LD8; 330,000 tested, 1.2% active; AID 2540, 2010; in the data active = inhibition above about 50%
Target sequence (Q96LD8 whole entry, looked up): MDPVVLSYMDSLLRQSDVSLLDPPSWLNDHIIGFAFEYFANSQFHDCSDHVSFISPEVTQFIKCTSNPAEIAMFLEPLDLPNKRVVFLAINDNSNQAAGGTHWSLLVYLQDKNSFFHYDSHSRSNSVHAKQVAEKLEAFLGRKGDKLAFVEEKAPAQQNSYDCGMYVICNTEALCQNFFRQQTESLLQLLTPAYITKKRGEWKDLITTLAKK
SENP1 inh: human SENP1 catalytic domain inhibitors, primary screen, biochemical, FRET, uHTS | 360,000 tested, 0.21% active | recombinant SENP1 catalytic domain, CyPet-SUMO1-YPet FRET cleavage | AID 624204, 2012 | Sentrin-specific protease 1 (Homo sapiens), Q9P0U3 | inhibition, % at 10 µM;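 active = inhibition at least 30% at 10 µM, raw YFP signal under a set limit, fluorescence ratio 0.5 to 1.5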;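 also: 0% = enzyme with DMSO and 100% = no enzyme wells; some results filed as inactive read as strong as hits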
Target sequence (Q9P0U3 419-644 limits assumed): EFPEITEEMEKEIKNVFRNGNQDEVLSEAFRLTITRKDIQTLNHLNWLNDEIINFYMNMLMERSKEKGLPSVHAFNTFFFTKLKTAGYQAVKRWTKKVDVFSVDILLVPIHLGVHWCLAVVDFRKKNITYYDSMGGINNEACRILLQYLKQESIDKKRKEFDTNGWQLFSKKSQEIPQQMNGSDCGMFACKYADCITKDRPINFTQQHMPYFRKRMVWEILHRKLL
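Assay system – human recombinant His6-tagged SENP1 catalytic domain enzyme · Input – SENP1 enzyme, 20 pM final · Buffer or medium – Tris pH 8 buffer plus EDTA, NaCl, BME, BSA, NP40, catalase · Schedule – 50 min reaction at room temperature · Technique – FRET read of cyan and yellow fluorescence · Control set – no-enzyme wells low, DMSO-plus-enzyme wells high control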
SENP6 block: SENP6 protease inhibitors, primary screen, biochemical, luminescence, uHTS. Recombinant SENP6 catalytic domain, aminoluciferin luminescence. inhibition, % at 10 µM. 330,000 tested, 1.8% active. AID 2599, 2010;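 active = inhibition above about 50% at the single tested dose, limit read from the data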;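 also: plate controls were DMSO wells with enzyme for no effect and DMSO wells lacking enzyme for full effect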
APOBEC3G inh: APOBEC3G DNA deaminase inhibitors, primary screen, biochemical, fluorescence, single-stranded DNA substrate, uHTS; DNA dC->dU-editing enzyme APOBEC-3G (Homo sapiens), Q9HC16; recombinant A3G, ssDNA deamination FAM/TAMRA fluorescence; inhibition, % at 20 µM; 330,000 tested, 0.28% active; AID 493012, 2011;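 active = inhibition of at least 40% at 20 µM, with no more than 30% in the related APOBEC3A deaminase screen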;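 also: plate controls were DMSO wells with A3G for no effect and wells lacking A3G enzyme for full effect; some compounds called inactive have numbers as strong as hits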
Target sequence (Q9HC16 whole entry, looked up): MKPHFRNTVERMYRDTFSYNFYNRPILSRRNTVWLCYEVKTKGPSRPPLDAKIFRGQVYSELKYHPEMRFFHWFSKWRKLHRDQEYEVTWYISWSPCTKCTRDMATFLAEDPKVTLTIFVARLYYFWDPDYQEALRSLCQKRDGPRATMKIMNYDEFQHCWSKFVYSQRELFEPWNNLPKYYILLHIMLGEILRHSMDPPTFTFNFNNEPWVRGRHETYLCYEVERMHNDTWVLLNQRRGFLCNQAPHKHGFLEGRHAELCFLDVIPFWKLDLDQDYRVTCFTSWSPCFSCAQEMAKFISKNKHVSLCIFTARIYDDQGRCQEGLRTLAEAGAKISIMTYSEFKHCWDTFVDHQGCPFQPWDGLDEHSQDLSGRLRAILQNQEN
Apaf-1 inh: inhibitors of human Apaf-1 apoptosome, primary screen, biochemical, DEVD-Rh110 fluorescence, uHTS | reconstituted apoptosome caspase-3 activity | 330,000 tested, 0.71% active | inhibition, % at 20 µM; active = inhibition of at least 40% at 20 µM;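 also: plate controls were DMSO wells for no effect and DEVD-CHO caspase inhibitor wells for full effect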
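Medium: Hepes buffer, pH 7.5 / System: biochemical Apaf-1 apoptosome reconstitution / Measured by: Rh110 fluorescence, excitation 480 nm, emission 540 nm / Times: compound with Apaf-1, dATP, procaspase-3 30 min, then 50 min reaction, room temperature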
SENP8 block-2: human SENP8 protease inhibitors, primary screen, biochemical, fluorescence, Nedd8 protein substrate, uHTS. recombinant SENP8. Sentrin-specific protease 8 (Homo sapiens), Q96LD8. AID 602440, 2012. 360,000 tested, 0.64% active. inhibition, % at 20 µM; in the data active = inhibition mostly above about 40%, no sharp cut-off; inactive = mostly below about 27%
The depositor's hits bear a star.

#	smiles	UBC13 polyUb	SENP7 block	SENP8 block-1	SENP1 inh	SENP6 block	APOBEC3G inh	Apaf-1 inh	SENP8 block-2
1	NC(=O)c1cccnc1Oc1ccc(Cl)cc1	7	-2	-4	2	-15	-5	-24	10
2	N#CC(c1nc2ccccc2nc1N1CCOCC1)S(=O)(=O)c1ccccc1 (configuration not stated)	-5	14	-8	-34	1	-4	-10	-167
3	Cc1ccc2c(COC(=O)c3ccccc3OC(F)F)cc(=O)oc2c1	-5	3	-5	-1	-13	-10	12	-5
4	COCc1nc2ccccc2n1CCOc1ccccc1OC	15	5	0	0	1	0	2	2
5	CNC(=O)N(O)C1N(/N=C/c2ccccc2OC)C(=S)SC1(C)C (configuration not stated)	-3	4	3	3	-3	4	1	10
6	COc1cccc(NC(=S)N2CCCC2)c1	-7	-2	-5	1	-3	-2	-1	7
7	COc1ccc(-c2nc(SCc3ccccc3)n(C(=O)c3ccco3)n2)cc1	3	3	0	4	3	-2	26	-38
8	O=C(CSc1nc(-c2ccc(F)cc2)cc(C(F)(F)F)n1)NCc1ccco1	-3	8	3	0	-18	-1	2	9
9	O=C(NCCCN1CCOCC1)c1c(O)c2ccccc2[nH]c1=O	5	-5	-11	1	13	-5	9	-26
10	Cc1cc(C)nc(/N=C2\NC(=O)CC(C(=O)O)N2CCc2c[nH]c3ccccc23)n1 (configuration not stated)	11	-3	3	2	12	-5	-11	10
11	CC(C)(C)C(=O)Nc1ccc(N=Nc2ccccc2)cc1	-5	64*	41	2	-1	-10	9	29
12	COc1ccccc1NC(=O)CCc1nnc2ccc(N3CCN(C)CC3)nn12	-7	5	-3	0	6	-6	-15	13
13	Cc1c(Cl)ccc(S(=O)(=O)N2CCN=C2c2ccccc2)c1Cl	-9	-4	-6	3	-13	-3	3	0
14	O=S(=O)(c1ccc(F)cc1)N1CCN(c2ccc(F)cc2)CC1	2	3	-2	-2	0	-8	-1	14
15	O=C(NC(=S)NC1CCS(=O)(=O)C1)c1ccccc1Br (configuration not stated)	4	1	3	0	-2	2	2	6
16	Cc1ccc(-n2ncc3c(N4CCN(c5ccc(F)cc5)CC4)ncnc32)c(C)c1	-7	1	-6	1	-15	-6	4	4
17	COC(=O)c1ccc2c(=O)n(CCCCCC(=O)N3CCN(c4ccccc4)CC3)c(=O)[nH]c2c1	0	-7	-10	-1	-17	-2	47*	-108
18	c1ccc(Cc2noc(CN3CCC(CN4CCOCC4)CC3)n2)cc1	15	-5	-1	-2	-5	-9	-18	10
19	O=C1CC(c2ccccc2)CC(=O)C1=CN1CCCC1 (configuration not stated)	-2	-7	-4	1	-16	-5	1	15
20	Cc1c(CCC(=O)N2CCC(C(=O)NCCCCCC(=O)O)CC2)c(=O)oc2cc3oc4c(c3cc12)CCCC4	10	10	-2	-6	1	-4	-10	-391
21	CCOCCCNC(=S)N(CCCN(C)C)Cc1cc2cc3c(cc2[nH]c1=O)OCCO3	3	0	1	-8	7	-6	0	-426
22	O=C(NCc1ccccc1)NC1(C(=O)N2CCN(c3ncccn3)CC2)CCCCC1	-5	1	3	1	-11	-2	5	-15
23	COc1ccccc1CCC(=O)OCC(=O)Nc1ccc(C(N)=O)cc1	-9	2	5	1	-6	-1	-1	-11
24	CC1CCCN(C(=O)CCc2nnc(-c3ccc4c(c3)OCO4)o2)C1 (configuration not stated)	-4	4	8	1	-2	-4	-2	-6
25	Brc1cccc(OCCOCCn2ccnc2)c1	-6	0	4	2	-6	-5	1	25
26	CCC(=O)Nc1cccc(-c2ccc(N3CCC(C)CC3)nn2)c1	-2	59*	49	4	69*	-1	2	-44
27	C#CC1(NC(=O)NC(=O)c2c(F)cccc2F)CCCCC1	1	4	15	2	-7	-7	8	10
28	CCOc1cc(/C=C2\SC(N3CCCC(C)C3)=NC2=O)ccc1O (configuration not stated)	-19	-3	-3	59*	12	-14	-2	-146
29	COc1ccccc1C(=O)Nc1c2c(nn1-c1cccc(C)c1C)CS(=O)C2 (configuration not stated)	15	-1	6	0	-4	-3	-3	27
30	CC(C)(C)NC(=O)C1Cc2ccccc2CN1 (configuration not stated)	-6	0	-4	1	-22	-1	-7	18

Brought forward from above: 5 entries; new compounds follow.
#	smiles	UBC13 polyUb	SENP7 block	SENP8 block-1	SENP1 inh	SENP6 block	APOBEC3G inh	Apaf-1 inh	SENP8 block-2
26	CCC(=O)Nc1cccc(-c2ccc(N3CCC(C)CC3)nn2)c1	-2	59*	49	4	69*	-1	2	-44
27	C#CC1(NC(=O)NC(=O)c2c(F)cccc2F)CCCCC1	1	4	15	2	-7	-7	8	10
28	CCOc1cc(/C=C2\SC(N3CCCC(C)C3)=NC2=O)ccc1O (configuration not stated)	-19	-3	-3	59*	12	-14	-2	-146
29	COc1ccccc1C(=O)Nc1c2c(nn1-c1cccc(C)c1C)CS(=O)C2 (configuration not stated)	15	-1	6	0	-4	-3	-3	27
30	CC(C)(C)NC(=O)C1Cc2ccccc2CN1 (configuration not stated)	-6	0	-4	1	-22	-1	-7	18
31	CC(NC(=S)NNS(=O)(=O)c1ccc(C(C)(C)C)cc1)c1ccccc1 (configuration not stated)	-8	-1	1	0	6	1	13	13
32	COc1ccc(CC(=O)N2CC3(C)CC2CC(C)(C)C3)cc1OC (configuration not stated)	1	8	3	0	6	-4	-3	19
33	OCCN1CCN(c2cc(C(F)(F)F)nc3ccccc23)CC1	0	-9	-1	0	-10	-6	-26	8
34	Cc1csc(=O)n1CC(=O)OCC(=O)Nc1cc(S(=O)(=O)N2CCOCC2)ccc1Cl	-1	-2	9	1	0	-13	-1	15
35	O=C(N/N=C1/CC(c2ccccc2)Oc2ccccc21)C1CC1 (configuration not stated)	-1	0	-3	0	-28	-4	8	10
36	CCCCOC(=O)Cn1c(-c2ccccc2)nc2ccccc2c1=O	9	-2	0	1	8	-2	14	14
37	O=C(NNC1=Nc2ccccc2SC1)c1cccc([N+](=O)[O-])c1	-4	2	-4	2	-7	-3	-7	25
38	CCOC(=O)C1CCCCN1Cc1cccc(Oc2ccccc2)c1 (configuration not stated)	1	1	1	0	4	-10	3	11
39	CCOc1ccccc1NC(=O)c1cccc(NC(=O)C2CCCC2)c1	2	-1	9	1	-11	10	-9	3
40	CCN(CC)CCCNC(=S)N1CCN(c2nc(-c3ccccc3)cs2)CC1	8	-18	-8	2	-19	4	12	23
41	COC(=O)CSc1nnc(-c2cccs2)n1-c1ccc(Cl)cc1	11	-4	2	1	-11	0	9	17
42	COc1cc(C(=O)OC(C)C(=O)N2CCCC2)cc2c1OCCO2 (configuration not stated)	5	3	5	2	-7	-7	-12	2
43	COc1ccc(S(=O)(=O)N2CCN(C)CC2c2ccccc2)cc1OC (configuration not stated)	1	-6	-3	3	2	-14	-9	4
44	CCCCn1c(=O)n(CC(=O)NCc2ccc(C)cc2)c(=O)c2c1nc(CO)n2CCC	13	7	5	0	13	-4	0	17
45	O=C(c1cccs1)N1CCN=C1SCc1cccnc1	2	9	-4	0	-8	0	3	8
46	N/C(=N/O)c1cccn1Cc1ccccc1[N+](=O)[O-]	-8	-6	-4	0	2	-7	-10	16
47	O=C(Nc1ccc(S(=O)(=O)N2CCCCC2)cc1)c1cccnc1Cl	4	5	-2	2	-4	6	0	2
48	S=C(Nc1ccccc1Cl)N1CCCCCC1	-7	-4	-2	-1	-2	-6	-16	11
49	COc1ccccc1N(C)S(=O)(=O)c1ccc(C(=O)N2CCC(C(N)=O)CC2)cc1	-5	-2	-5	3	-14	-6	-4	13
50	O=S(=O)(c1ccccc1)N(CC1CO1)c1cccc2ccccc12 (configuration not stated)	10	-1	-1	0	-20	-10	4	-13
51	CCCCCC(=O)NC(=S)Nc1ccc2oc(=O)ccc2c1	9	-5	-4	0	-29	-3	-5	-1
52	Cc1cc(C)c(-c2cc(C(F)(F)F)no2)c(=O)[nH]1	9	4	5	0	3	4	-11	-369
53	COc1cccc(NC(=O)NCCCN2CCN(c3ccc(F)cc3)CC2)c1	-1	7	-3	2	1	4	8	24
54	COc1ccccc1CNC(=O)CN1C(=O)NC2(CCC(C)CC2)C1=O (configuration not stated)	3	-7	6	0	-5	-6	-7	3
55	CCN(CC)CCCOC(=O)C1(c2ccccc2)CCCC1	3	0	-1	-1	0	-7	2	12
56	CC(C)(C)NC(=O)C(c1ccncc1)N(C(=O)Cn1nnc(-c2ccc(F)cc2)n1)c1ccccc1 (configuration not stated)	7	2	5	1	5	-7	9	7
57	CC(=O)OCCN(Cc1ccccc1)Cc1ccc2c(c1)OCO2	-3	10	0	2	16	0	4	4
58	COc1ccc(CC(NC(C)=O)C(=O)NC2CCN(C(=O)NCc3ccccc3)CC2)cc1OC (configuration not stated)	10	-2	4	2	13	-2	-8	9
59	Oc1c(C(c2ccco2)N2CCOCC2)sc2ncnn12 (configuration not stated)	4	-1	2	-4	7	-6	-4	0
60	Cc1cc(C(F)(F)F)c(C#N)c(SCC(=O)NC(C)(C)C)n1	8	3	-6	-1	-11	-3	-5	7

Next entries.
#	smiles	UBC13 polyUb	SENP7 block	SENP8 block-1	SENP1 inh	SENP6 block	APOBEC3G inh	Apaf-1 inh	SENP8 block-2
61	Cc1cccc(C)c1OC1(c2ccccc2)OC(=O)c2ccccc21 (configuration not stated)	-18	-9	-9	0	-6	-1	23	16
62	O=C(Nc1ccccc1O)c1nc(Cl)ccc1Cl	-11	-8	-11	-1	-22	-2	-5	7
63	Cc1cccc(C(=O)OCC(=O)Nc2sc3c(c2C#N)CCC3)c1	-13	-6	-7	0	-11	-2	-10	-2
64	COCC(=O)Nc1ccc(S(=O)(=O)NCC2CCCO2)cc1 (configuration not stated)	0	-4	5	2	-4	-5	-2	6
65	O=C(Nc1cccc(Cl)c1)Nc1nc(-c2ccccc2)cs1	-13	-13	-15	2	-10	-12	19	8
66	CCc1cc(C(=O)N2CCCC(CCC(=O)NCc3cccc(OC)c3)C2)no1 (configuration not stated)	0	-7	-7	0	-10	4	-2	2
67	O=C(NCCN1CCN(c2ccccc2)CC1)c1cccc(Cl)c1	9	-2	0	1	1	-7	0	14
68	CC(C)C(NC(=O)C1CCC(C(C)(C)C)CC1)C(=O)NCCc1ccc(S(N)(=O)=O)cc1 (configuration not stated)	-14	-2	-5	0	-9	-6	20	12
69	COCCn1c(SCc2nc3ccccc3c(=O)[nH]2)nc2ccccc2c1=O	18	-5	-3	1	5	-11	-34	7
70	O=C(COc1ccc(NS(=O)(=O)c2ccc(F)cc2)cc1)N1CCOCC1	-1	14	-6	3	-5	-2	-10	10
71	COc1cccc(NC(=O)COC(=O)C2C3CC4OC(=O)C2C4C3)c1 (configuration not stated)	0	9	3	-2	-14	-4	2	2
72	COc1ccc(C(=O)NNC(=S)NC(=O)/C=C/c2cccs2)cc1	-26	0	2	-1	7	-4	-2	30
73	Cc1cccc(NC(=O)c2nc(S(=O)(=O)Cc3ccccc3)ncc2Cl)c1	12	-2	5	-2	11	18	8	14
74	CSc1ccc(CN2CCC(Oc3ccc(C(=O)N4CCCC4)cc3)CC2)cc1	-4	9	-5	0	-9	1	11	11

Entries by screen from above.
Entries 37 to 42 in SENP6 block read -7, 4, -11, -19, -11, -7
